# Screens: PubChem, several laboratories
# NPY-Y2 PAM-ag – NPY-Y2 potentiators or agonists, primary screen, cell-based | cells expressing NPY-Y2, potentiator/agonist read-out | Neuropeptide Y receptor type 2 (Homo sapiens), P49146 | AID 1359, 2008 | 220,000 compounds, 0.45% hits | activation, % at 3.6 µM; in the data active = activation above about 27%;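 also: cells stimulated with NPY near EC25 plus isoproterenol at EC100; 0% = vehicle plus submaximal agonist and 100% = vehicle plus saturating agonist; some results beyond the cut were filed as inactive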
# Ba/F3 V617F tox – reduced viability of JAK2V617F-dependent Ba/F3 cells, primary screen, JAK2V617F inhibitor project, cell-based, Ba/F3 EpoR-JAK2V617F, luminescence; inhibition, % at 5.6 µM; ATP luminescence; 220,000 compounds, 1.1% hits;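 active = inhibition above the campaign mean plus 3 SD over all tested compounds, cut at about 24% in these data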;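 also: cytokine-independent growth of Ba/F3 cells driven by EpoR plus mutant JAK2; 0% = DMSO-treated cells and 100% = JAK inhibitor I control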
# CHOP inhibitor – inhibitors of CHOP promoter induction, primary screen, cell-based, unfolded protein response, luciferase reporter | AID 2732, 2010 | inhibition, % at 10 µM | 220,000 compounds, 3.8% hits | CHO-K1 CHOP-promoter luciferase, tunicamycin-induced, 15-18 h;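 active = compounds that reduced the stress-induced luciferase reporter signal by more than about 70% of percent inhibition, limit read from the data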;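 also: 0% = tunicamycin plus vehicle and 100% = wells without tunicamycin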
# S1P4 agonist – S1P4 receptor agonists, primary screen, cell-based; Sphingosine 1-phosphate receptor 4 (Homo sapiens), O95977; AID 1509, 2009; 220,000 compounds, 0.35% hits; S1P4-expressing cell line, agonist reporter assay; activation, % at 4.98 µM; in the data active = activation above about 11%;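 also: 0% = DMSO vehicle and 100% = reference agonist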
# Target sequence (O95977 whole entry, looked up): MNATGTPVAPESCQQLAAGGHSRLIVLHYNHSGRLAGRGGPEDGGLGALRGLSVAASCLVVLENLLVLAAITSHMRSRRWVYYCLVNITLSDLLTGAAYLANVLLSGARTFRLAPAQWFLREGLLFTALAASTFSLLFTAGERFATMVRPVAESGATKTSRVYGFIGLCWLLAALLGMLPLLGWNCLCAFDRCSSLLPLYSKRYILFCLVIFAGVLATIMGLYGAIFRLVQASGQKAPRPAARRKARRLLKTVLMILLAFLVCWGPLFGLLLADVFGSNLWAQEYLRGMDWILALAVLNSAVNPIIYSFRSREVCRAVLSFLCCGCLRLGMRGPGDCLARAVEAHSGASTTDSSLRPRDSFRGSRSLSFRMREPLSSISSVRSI
# p47phox inh – p47phox/p22phox peptide binding inhibitors, primary screen, biochemical, uHTS, NADPH oxidase regulatory subunit. Neutrophil cytosol factor 1 (Homo sapiens), P14598. fluorescence polarization, 2 h. inhibition, % at 24.7 µM. 220,000 compounds, 0.53% hits. AID 1274, 2008;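 active = inhibition above about 30%, limit read from the data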;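 also: 0% = p47phox with labelled peptide and 100% = labelled peptide alone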
# NPY1 pot ag – NPY-Y1 receptor potentiators or agonists, primary screen, cell-based | Neuropeptide Y receptor type 1 (Homo sapiens), P25929 | NPY-Y1 expressing cells, potentiator/agonist activation | activation, % at 3.6 µM | 220,000 compounds, 0.37% hits | AID 1304, 2008; in the data active = activation above about 33%, passing the limit was not always enough;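 also: cells stimulated with NPY at EC10 then isoproterenol at EC100; 0% = low agonist plus stimulus and 100% = saturating agonist plus stimulus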
# Target sequence (P25929 whole entry, looked up): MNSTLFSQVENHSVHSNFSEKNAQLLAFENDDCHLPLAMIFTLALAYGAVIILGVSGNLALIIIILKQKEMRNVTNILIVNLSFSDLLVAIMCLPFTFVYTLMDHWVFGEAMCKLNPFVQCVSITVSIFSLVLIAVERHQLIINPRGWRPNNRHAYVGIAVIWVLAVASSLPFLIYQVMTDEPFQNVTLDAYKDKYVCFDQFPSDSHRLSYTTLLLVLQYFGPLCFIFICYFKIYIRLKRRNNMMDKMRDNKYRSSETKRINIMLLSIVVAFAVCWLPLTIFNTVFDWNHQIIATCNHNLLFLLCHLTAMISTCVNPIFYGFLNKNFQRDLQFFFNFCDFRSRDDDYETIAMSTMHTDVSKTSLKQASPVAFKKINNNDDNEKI
# S1P4 antag – S1P4 receptor antagonists, primary screen, cell-based; Sphingosine 1-phosphate receptor 4 (Homo sapiens), O95977; inhibition, % at 4.98 µM; AID 1510, 2009; 220,000 compounds, 0.26% hits; S1P4-expressing cells, antagonist mode, reporter read-out; in the data active = inhibition above about 29%;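 also: 0% = wells stimulated with agonist and 100% = vehicle wells without agonist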
# NPY Y1 blocker – NPY-Y1 receptor antagonists, primary screen, cell-based | inhibition, % at 3.6 µM | HEK293-CNG Y1 cells, membrane potential fluorescence; NPY at EC95, then isoproterenol | 200,000 compounds, 1% hits;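 active = inhibition above the campaign mean inhibition of all tested compounds plus 3 SD, cut at about 20% in these data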;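 also: 0% = DMSO wells given NPY plus isoproterenol and 100% = isoproterenol alone without NPY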
#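 Benchmarks – high control isoproterenol alone, low control NPY with isoproterenol · Material – HEK293 Y1/CNG channel cell line · Times – dye 3 h, compound 60 min room temperature, stimulation 45 min · Probe or stimulus – NPY (25 nM), isoproterenol (1 µM), Ro 20-1724 (25 µM) · Evaluation – % inhibition of NPY effect · Signal – fluorescence, membrane potential probe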
# BaF3 tox – parental Ba/F3 cell viability inhibition, counter-screen for JAK2V617F inhibitor project, murine pro-B, CellTiter-Glo luminescence; AID 1486, 2009; 220,000 compounds, 1.1% hits; CellTiter-Glo ATP luminescence; inhibition, % at 5.6 µM;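 active = inhibition above a per-campaign cutoff, the mean inhibition of all tested compounds plus 3 SD, cut at about 27% in these data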;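 also: 0% = DMSO wells and 100% = JAK Inhibitor I control wells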
# * = called active by the depositor; nt = no result given.
# Start of the data: the first three compounds, to show the layout:
1: Cc1ccc(-c2nnn(CC(=O)NC3CCCc4ccccc43)n2)cc1 (centres undefined)
2: Cc1ccc2nc(SCCC#N)nc(C)c2c1
3: CCCC(=O)NCCc1cc2c(C)ccc(C)c2[nH]c1=O
assay / compound	1	2	3
NPY-Y2 PAM-ag	0	-23	-1
Ba/F3 V617F tox	-2	-4	-3
CHOP inhibitor	40	-5	22
S1P4 agonist	8.3	-1.4	-2.3
p47phox inh	-7	-5	-4
NPY1 pot ag	-16	-2	18
S1P4 antag	0	9	-2
NPY Y1 blocker	4	-6	4
BaF3 tox	6	0	2

# This part in full (from the top)
1: Cc1ccc(-c2nnn(CC(=O)NC3CCCc4ccccc43)n2)cc1 (centres undefined)
2: Cc1ccc2nc(SCCC#N)nc(C)c2c1
3: CCCC(=O)NCCc1cc2c(C)ccc(C)c2[nH]c1=O
4: O=C(O)COc1ccc2oc3ccccc3c2c1
5: COc1ccccc1-c1cc(C(F)(F)F)nc(N2CCN(c3ccccc3)CC2)n1
6: COc1ccc(CCNC(=O)C(=O)NCCOc2ccccc2Cl)cc1OC
7: O=C(O)c1ccc(NS(=O)(=O)/C=C/c2ccccc2)cc1
8: O=C(NCCCNc1ccc([N+](=O)[O-])cc1Cl)c1ccccc1F
assay / compound	1	2	3	4	5	6	7	8
NPY-Y2 PAM-ag	0	-23	-1	-56	-4	0	8	5
Ba/F3 V617F tox	-2	-4	-3	2	6	4	-2	0
CHOP inhibitor	40	-5	22	-2	23	17	-33	3
S1P4 agonist	8.3	-1.4	-2.3	-3.1	0.3	1.0	0.2	0.4
p47phox inh	-7	-5	-4	-2	-10	-12	-11	7
NPY1 pot ag	-16	-2	18	-63	-5	24	-1	-1
S1P4 antag	0	9	-2	-9	-11	-13	-9	-11
NPY Y1 blocker	4	-6	4	8	8	6	-3	9
BaF3 tox	6	0	2	-2	-1	10	-2	8

# Values in list order from the list:
# Entries 1 to 8 in BaF3 tox: 6, 0, 2, -2, -1, 10, -2, 8

# (more compounds)
9: Nc1nc(-c2ccco2)nn1C(=O)c1cccnc1
10: O=C(O)CCCC(=O)Nc1ccc(Br)cc1
11: CC(=O)NCCn1c(SCC#N)nc2ccccc2c1=O
12: COc1cccc(C2CC(C(F)(F)F)n3ncc(C(=O)NC(C)(C)C)c3N2)c1 (centres undefined)
13: CC(NC(=O)OC(C)(C)C)C(=O)Oc1cc2oc(=O)cc(-c3ccccc3)c2cc1Cl (centres undefined)
14: COc1cccc(C(=O)NC2CCSC2=O)c1 (centres undefined)
15: COc1ccc(/C=N/Nc2ncnc3sc4c(c23)CCCC4)cc1OC
16: Cc1ccc(-n2c(-c3cc(-c4ccco4)[nH]n3)n[nH]c2=S)c(Br)c1
assay / compound	9	10	11	12	13	14	15	16
NPY-Y2 PAM-ag	7	3	-29	8	-8	17	2	-27
Ba/F3 V617F tox	-5	-1	-6	-2	1	2	-8	3
CHOP inhibitor	19	17	5	55	31	19	-3	-22
S1P4 agonist	-1.4	-1.8	1.3	-1.2	0.6	0.7	-1.3	-0.2
p47phox inh	11	-15	-5	-21	-28	-3	4	-17
NPY1 pot ag	13	17	7	6	-4	-4	0	8
S1P4 antag	-6	0	11	-9	23	9	-13	4
NPY Y1 blocker	-5	4	4	-7	0	-4	4	nt
BaF3 tox	-1	0	0	-1	3	6	-3	-1

17: CCOc1ccccc1NS(=O)(=O)c1ccc(OC)c(OC)c1
18: CC(=O)C1C(c2cccc(F)c2)c2c(n[nH]c2C)CC1(C)O (centres undefined)
19: CC(=O)Oc1ccc2cc(-c3nc4ccccc4n3C)c(=O)oc2c1
20: CCN(CC(=O)Nc1ccc2c(c1)OCCO2)S(=O)(=O)c1cccs1
21: COc1ccc(/C(N)=N/OC(=O)c2cc(-c3ccccc3)nc3ccccc23)cc1
22: c1ccc2c(c1)[nH]c1c(N3CCCC3)ncnc12
23: O=C(O)c1ccccc1N1C(=O)C2C3c4ccccc4C(Br)(c4ccccc43)C2C1=O (centres undefined)
24: Cc1ccc(-c2nc(CSCC(=O)N3CCN(c4ccccn4)CC3)c(C)o2)cc1
assay / compound	17	18	19	20	21	22	23	24
NPY-Y2 PAM-ag	-6	0	9	-17	-3	3	-1	11
Ba/F3 V617F tox	1	-5	-4	1	-4	3	3	-3
CHOP inhibitor	17	13	20	11	35	nt	-3	78*
S1P4 agonist	-2.7	0.0	30*	-2.4	-1.4	1.0	-1.2	-1.9
p47phox inh	-4	1	-26	-6	-11	-15	-3	8
NPY1 pot ag	3	5	-7	9	8	-10	5	-2
S1P4 antag	-1	-8	36*	-9	-11	-15	-17	2
NPY Y1 blocker	-1	nt	1	1	-5	4	-4	9
BaF3 tox	4	0	-1	4	5	17	7	7

25: O=C(NCc1cccs1)c1cc(-c2cccc(Cl)c2)on1
26: COc1ccc(S(=O)(=O)N2CCN(C(=O)NCc3ccccc3)CC2)cc1
27: CC(C)(C)n1nnnc1C(c1ccc2ncccc2c1)N1CCSCC1 (centres undefined)
28: O=C(Nc1nnc(Cc2ccc(Cl)cc2)s1)c1cccnc1
29: COC(=O)C1=C(C)N(c2cccc(C)c2)C(=O)/C1=C\c1cccs1
30: Cn1cccc1C(=O)OCC(=O)N1c2ccccc2NC(=O)C1(C)C
31: O=C(Nc1cnn(Cc2ccc(F)cc2)c1)c1cc2nc(-c3ccco3)cc(C(F)(F)F)n2n1
32: COCCn1c(=O)[nH]c2cc(C(=O)NC(C)C)ccc2c1=O
assay / compound	25	26	27	28	29	30	31	32
NPY-Y2 PAM-ag	3	6	-7	-8	-6	-10	0	19
Ba/F3 V617F tox	2	-2	5	1	2	5	-2	-1
CHOP inhibitor	35	2	-5	14	65	-3	47	23
S1P4 agonist	0.8	0.1	0.2	-0.5	1.2	2.5	0.8	2.2
p47phox inh	-5	-6	-16	-14	-17	-1	-4	-5
NPY1 pot ag	-6	-32	-14	-6	-4	-21	7	12
S1P4 antag	-1	-17	8	-10	-1	-4	-15	-5
NPY Y1 blocker	-5	6	4	5	0	-3	2	-8
BaF3 tox	4	4	7	6	0	10	2	4

33: CC(CNc1ccc([N+](=O)[O-])cc1)NC(=O)c1ccccc1Br (centres undefined)
34: Cn1c(=O)c2c(O)c(C=Nc3ccc(F)cc3)c(=O)n(C)c2n(C)c1=O
35: Cc1cc(NC(=O)C2CC(c3ccc(Cl)cc3)=NO2)no1 (centres undefined)
36: CCCCn1c(SCC(=O)Nc2cc(C(F)(F)F)ccc2Cl)nnc1C(CC)N(C)C (centres undefined)
37: CCC(Sc1nc2c(cnn2-c2ccc(Cl)cc2)c(=O)[nH]1)C(=O)OC (centres undefined)
38: Nn1cc(-c2ccccc2)nc1SCC(=O)N1CCN(S(=O)(=O)c2ccc3ccccc3c2)CC1
39: CCOc1cccc(OCCOc2ccccc2[N+](=O)[O-])c1
40: CC(NC(=O)CSc1nnc(-c2cc3cc(Cl)ccc3o2)n1C)c1ccccc1 (centres undefined)
assay / compound	33	34	35	36	37	38	39	40
NPY-Y2 PAM-ag	3	-2	1	17	-12	3	-8	-15
Ba/F3 V617F tox	0	-5	-2	0	3	-2	3	1
CHOP inhibitor	16	3	8	14	-6	65	-17	41
S1P4 agonist	-2.7	-1.1	-1.2	1.3	-1.4	-1.2	2.4	-0.9
p47phox inh	-11	-8	-3	-6	-3	-7	-4	-3
NPY1 pot ag	1	15	-15	-3	8	-16	-3	-11
S1P4 antag	-5	12	-6	-17	-3	-15	-14	3
NPY Y1 blocker	0	nt	0	1	4	2	3	1
BaF3 tox	-2	-1	5	7	8	2	5	8

# Compounds above with two or more sulfur atoms:
20: CCN(CC(=O)Nc1ccc2c(c1)OCCO2)S(=O)(=O)c1cccs1
38: Nn1cc(-c2ccccc2)nc1SCC(=O)N1CCN(S(=O)(=O)c2ccc3ccccc3c2)CC1
assay / compound	20	38
NPY-Y2 PAM-ag	-17	3
Ba/F3 V617F tox	1	-2
CHOP inhibitor	11	65
S1P4 agonist	-2.4	-1.2
p47phox inh	-6	-7
NPY1 pot ag	9	-16
S1P4 antag	-9	-15
NPY Y1 blocker	1	2
BaF3 tox	4	2

# Next records
41: O=C1CCC(c2ccccc2)N1C(=O)c1cccnc1 (centres undefined)
42: Clc1ccc(-c2nc(Cc3ccccc3Cl)no2)cc1
43: Cc1cc(=O)oc(C)c1C(=O)Nc1cccc(F)c1
44: CC(=O)N(c1ccc(N(C(C)=O)S(=O)(=O)c2cccs2)cc1)S(=O)(=O)c1cccs1
45: COc1ccccc1NS(=O)(=O)c1cccc(C(=O)N/N=C/c2ccc(NC(C)=O)cc2)c1
46: CCCn1c2c(c(O)c(C(=O)NCc3ccccc3)c1=O)CCCC2
47: CCN(CC)C(=O)C1CCN(Cc2cn(C)nc2-c2ccc(Oc3ccccc3)cc2)CC1
48: CCC(=O)Nc1ccc(Cl)c(NC(=O)c2ccccc2OC)c1
assay / compound	41	42	43	44	45	46	47	48
NPY-Y2 PAM-ag	-1	-24	12	-12	3	3	-2	-19
Ba/F3 V617F tox	-1	1	-5	-3	0	-2	-3	-1
CHOP inhibitor	49	57	15	27	19	28	-2	49
S1P4 agonist	1.1	-2.1	1.7	1.1	-2.3	0.8	0.2	-2.6
p47phox inh	0	5	0	-12	-8	-2	-2	-2
NPY1 pot ag	-18	0	9	8	-12	-3	-19	-12
S1P4 antag	-17	-3	-3	8	-8	1	-10	-2
NPY Y1 blocker	6	5	nt	-2	2	3	12	5
BaF3 tox	1	3	0	0	6	0	0	1

49: O=S(=O)(c1ccc2oc3ccc(S(=O)(=O)N4CCCCC4)cc3c2c1)N1CCCCC1
50: Cn1c(SCC(=O)NC(C)(C)C)nnc1-c1ccc(C(C)(C)C)cc1
51: Cc1nc2sc(C(c3cccc(F)c3)N3CCCC(C)C3)c(O)n2n1 (centres undefined)
52: Cc1cc(C)c(S(=O)(=O)N2CCCC2=O)c(C)c1
53: Cc1cc(NC(=O)CCCN2C(=O)c3cccc4cccc(c34)C2=O)no1
54: NC(=O)N/N=C/c1ccc(-c2cccc(C(F)(F)F)c2)o1
55: CN1CCN(CC(=O)Nc2ccc(Oc3ccccc3)cc2)CC1
56: COc1ccc(C(=O)NCCn2cc(SCC(=O)NCc3ccco3)c3ccccc32)cc1
57: Cc1cc2nc(-c3ccccc3)cc(=O)n2[nH]1
58: CC(C)c1cc(O)c(-c2ccccc2)c(=O)n1-c1ccc(Cl)cc1
assay / compound	49	50	51	52	53	54	55	56	57	58
NPY-Y2 PAM-ag	-4	-11	4	2	-10	-8	8	-8	-3	-2
Ba/F3 V617F tox	-1	4	-3	-3	0	-4	-2	-1	-2	4
CHOP inhibitor	11	6	34	-10	-7	36	-21	3	-1	9
S1P4 agonist	-0.2	-1.6	1.4	1.3	1.1	2.6	1.1	1.5	-0.9	0.3
p47phox inh	-9	-9	5	-11	6	1	-11	-10	-10	-5
NPY1 pot ag	13	3	-15	-3	-3	3	-10	-8	7	18
S1P4 antag	-20	-26	5	-1	7	-13	4	-3	3	-6
NPY Y1 blocker	3	0	-5	1	-5	2	6	0	nt	nt
BaF3 tox	6	11	2	4	0	4	0	-4	-2	-1
